zfTRPN1 agonist: agonists of zebrafish TRPN1 channel; HEK293 zebrafish TRPN1-YFP, Fluo-8 calcium fluorescence; 100% = response to 87 µM carbachol; activation, % at 3 µM; 220,000 tested, 0.18% active;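 active means activation above its plate's cutoff, the mean activation of test wells on that plate plus 3 SD, cut at about 19% in these data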;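 further: 0% = DMSO alone and 100% = 87 µM carbachol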
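Material – zebrafish TRPN1-YFP in HEK293 cells · Doses – 3 µM single point · Schedule – dye 1 h 37 °C plus 30 min RT · Signal – Fluo-8 calcium fluorescence, excitation 470-495 nm, emission 515-575 nm · Read-out – % activation versus carbachol response · Control set – carbachol high, DMSO low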
Ba/F3 V617F tox: loss of viability in JAK2V617F-driven Ba/F3 cells. inhibition, % at 5.6 µM. 220,000 tested, 1.1% active. Ba/F3 EpoR-JAK2V617F viability, ATP luminescence;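 active means inhibition above the campaign mean plus 3 SD over all tested compounds, cut at about 24% in these data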;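 further: cytokine-independent growth of Ba/F3 cells driven by EpoR plus mutant JAK2; 0% = DMSO-treated cells and 100% = JAK inhibitor I control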
TRPML3 agonist: human mucolipin-3 channel agonism; Q8TDD5; HEK293 TRPML3-YFP, Fluo-8 calcium fluorescence; 100% = the carbachol control signal; activation, % at 3 µM; 220,000 tested, 0.29% active;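 active means activation above its plate's cutoff, the mean activation of the plate's test wells plus 3 SD, cut at about 12% in these data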;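 further: 0% = DMSO only wells and 100% = carbachol wells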
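system = HEK293 cells stably carrying human TRPML3-YFP | doses = one concentration, 3 µM nominal, 0.3% DMSO | timing = dye loading 1 h 37 °C then 30 min ambient, 125 s read | detection = Fluo-8 calcium dye fluorescence, ex 470-495, em 515-575 nm | benchmarks = high control carbachol 87 µM, low control DMSO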
BaF3 tox: counter-screen for JAK2V617F inhibitors: parental Ba/F3 viability inhibitors; CellTiter-Glo ATP luminescence; inhibition, % at 5.6 µM; 220,000 tested, 1.1% active; AID 1486;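 active means inhibition above a per-campaign cutoff, the mean inhibition of all tested compounds plus 3 SD, cut at about 27% in these data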;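 further: 0% = DMSO wells and 100% = JAK Inhibitor I control wells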
S1P4 ag: agonists of human S1P4 receptor; activation, % at 4.98 µM; 220,000 tested, 0.35% active; AID 1509; S1P4-expressing cell line, agonist reporter assay; in the data active means activation above about 11%;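 further: 0% = DMSO vehicle and 100% = reference agonist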
Target sequence (O95977 whole entry, looked up): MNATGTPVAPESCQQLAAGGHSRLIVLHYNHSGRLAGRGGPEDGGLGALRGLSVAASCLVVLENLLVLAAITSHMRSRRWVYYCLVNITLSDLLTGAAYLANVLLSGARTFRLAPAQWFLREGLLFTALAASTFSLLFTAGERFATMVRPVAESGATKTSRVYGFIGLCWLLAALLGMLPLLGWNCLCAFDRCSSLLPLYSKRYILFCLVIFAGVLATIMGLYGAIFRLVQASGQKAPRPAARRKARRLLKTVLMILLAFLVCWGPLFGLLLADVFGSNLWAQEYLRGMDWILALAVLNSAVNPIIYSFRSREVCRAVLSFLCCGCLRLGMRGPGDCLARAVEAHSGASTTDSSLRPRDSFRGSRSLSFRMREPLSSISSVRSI
Calpain2 inh: inhibitors of pig calpain II; purified calpain II, fluorogenic peptide substrate, 30 min; inhibition, % at 16 µM; 220,000 tested, 0.37% active; AID 1236;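 active means inhibition above about 50%, limit read from the data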
PERK inhibitor: blocks human PERK kinase; 220,000 tested, 0.17% active; Q9NZJ5; AID 1416; inhibition, % at 5.6 µM; CHO PERK-DD fusion, SEAP luminescence translation reporter;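 active means inhibition above the mean inhibition of all tested compounds plus 3 SD, set separately per screening campaign, cut at about 2.9% in these data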;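 further: PERK kinase domain activated by AP20187 dimerizer at 100 nM; 0% = DMSO with dimerizer and 100% = rapamycin at 8.4 µM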
EP2 modulator: modulators of human EP2 prostaglandin E2 receptor; P43116; EP2-expressing cells, cAMP HTRF FRET, PGE2 co-stimulation; induction, % at 25 µM; 260,000 tested, 0.83% active; AID 940;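 active means compounds whose cAMP rise, as percent of the full-agonist control response, exceeds 60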;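 further: rat C6 glioma line stably carrying human EP2 under a CMV promoter; the protocol text gives 20 µM as final concentration; 100% = response of wells given 1 µM PGE2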
Target sequence (P43116 whole entry, looked up): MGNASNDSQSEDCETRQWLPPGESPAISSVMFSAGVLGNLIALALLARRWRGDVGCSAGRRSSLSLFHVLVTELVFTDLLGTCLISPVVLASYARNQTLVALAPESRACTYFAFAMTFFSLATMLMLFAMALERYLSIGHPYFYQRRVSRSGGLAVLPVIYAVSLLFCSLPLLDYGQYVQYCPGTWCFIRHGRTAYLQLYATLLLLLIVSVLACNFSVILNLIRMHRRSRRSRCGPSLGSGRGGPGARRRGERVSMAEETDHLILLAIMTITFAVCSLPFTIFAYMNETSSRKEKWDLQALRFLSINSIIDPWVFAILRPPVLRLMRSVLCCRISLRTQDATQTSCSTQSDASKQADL
S1P4 antag: antagonists of human S1P4 receptor; O95977; S1P4-expressing cells, antagonist mode, reporter read-out; inhibition, % at 4.98 µM; 220,000 tested, 0.26% active; in the data active means inhibition above about 29%;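 further: 0% = wells stimulated with agonist and 100% = vehicle wells without agonist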
Active calls of the source: *; i = inactive; & = joins results of further samples.

SMILES	zfTRPN1 agonist	Ba/F3 V617F tox	TRPML3 agonist	BaF3 tox	S1P4 ag	Calpain2 inh	PERK inhibitor	EP2 modulator	S1P4 antag
COC(C)(C)[C@H](O)COc1c2ccoc2cc2oc(=O)ccc12	0.2	0	-0.1	-2	0.9	-25	0.1	-9	-4
O=C(/C=C/c1cccc([N+](=O)[O-])c1)NCc1cccnc1	-0.3	-1	0.1	4	2.6	-8	0.5	29	-14
CN(CCc1ccccn1)C(=O)c1ccc(OC(F)(F)F)cc1	-1.0	-1	0.4	2	1.5	16	0.6	13	-14
CCOc1ccc(S(=O)(=O)N2CCCC2)cc1	-0.1	-1	0.8	5	2.9	-14	0.7	9	-10
COC(=O)c1ccc(-c2noc(CN(C)Cc3ccncc3C)n2)cc1	3.4	-2	5.0	4	1.2	-31	0.5	-73	-13
CCCCCSc1nnc(C)c(=O)[nH]1	1.5	0	0.3	4	1.4	31	1.6	1	-11
C=CCNC(=O)COC(=O)c1cc(S(=O)(=O)N2CCCCC2)ccc1Cl	1.6	1	0.6	3	0.7	-2	1.0	3	-17
CSc1cc(C)n(-c2ccccc2C)c(=S)c1C(C)=O	-1.2	2	1.0	3	1.2	-4	0.3	5	6
CCc1c(C)c2ccc(OCC(=O)N(C)C)c(C)c2oc1=O	1.9	1	0.9	2	-3.1	-219	-0.8	-68	-8
CN1c2ccccc2C(=O)NC1c1ccc([N+](=O)[O-])s1 (centres undefined)	1.1	-1	0.7	0	1.8	4	1.9	7	-5
CCOC(=O)c1sc2nc(C)cc(C)c2c1N	-0.8	0	0.8	3	-0.2	i	0.1	8	3
O=[N+]([O-])c1cc(/C=N/O)ccc1SCc1ccccc1	-2.1	2	-0.7	9	2.0	-12	0.6	10	0
CCCOc1ccc(S(=O)(=O)NCCN2CCOCC2)c2ccccc12	0.0	4	1.0	9	-0.2	13	-0.3	10	-17
Clc1cccc(OCCN2CCOCC2)c1	1.0	1	0.3	2	1.8	-37	-1.3	1	-32
Cc1ccc(OCC(=O)Nc2cccc(S(=O)(=O)N3CCCCC3)c2)c([N+](=O)[O-])n1	0.2	6	-0.5	10	0.4	33	0.7	9	9
CCN1C(=O)CC(C(=O)OC)=C1C	2.1	1	0.5	7	-0.5	-30	-0.6	7	-13
Cc1ccc(S(=O)(=O)N2CCOCC2)cc1C(=O)Nc1nc2ccccc2[nH]1	2.1	7	0.0	7	0.0	15	-0.3	2	10
CCC1=NN(C(=O)COc2ccccc2)C(O)(c2ccc(Br)cc2)C1 (centres undefined)	-0.1	6	-0.2	4	0.0	19	-0.6	12	0
CCOP(=O)(c1c(F)c(F)c(F)c(F)c1F)C(O)c1ccccc1 (centres undefined)	0.7	-2	0.6	3	-1.7	-19	1.0	5	10
O=C(CN1CCCCCCC1)Nc1cccc(Cl)c1Cl	-1.3	-2	0.3	0	-0.9	9	1.4	46	-13
COc1ccc(N/C(N)=N/c2nc(CSc3ccc(Cl)cc3)cc(=O)[nH]2)cc1	-0.9	-1	0.4	3	-0.1	-13	0.9	10	-1
O=C(NC(C(=O)c1ccccc1)n1ccc(=O)[nH]c1=O)c1ccccc1 (centres undefined)	0.0	1	0.0	5	1.1	-35	-0.6	-1	-10
O=C(Nc1nccs1)C1(c2ccc(Cl)cc2)CC1	-2.1	4	-0.6	6	1.3	3	0.6	-4	0
Cc1ccc(/C=N/NC(=O)CSCc2ccc(Cl)cc2)cc1	-1.4	4	-0.5	4	-0.2	15	1.0	-5	-3
CC1CC1C(=O)OCc1cc(=O)n2cc(Br)ccc2n1 (centres undefined)	0.2	-3	-0.1	4	1.3	-34	-0.1	9	3
CCc1sc(N(C(=O)Cc2ccccc2)c2ccccc2)nc1-c1ccccc1	0.2	-2	-0.5	5	0.9	-11	1.2	27	-8
COc1ccc(C2C(C(=O)N3CCN(C)CC3)c3cc(OC)c(OC)cc3C(=O)N2C)cc1 (centres undefined)	1.1	1	-0.4	5	0.7	-8	0.8	2	-2
O=C(COc1cccc2ccccc12)NNC(=O)Nc1ccccc1	-0.7	-3	0.7	-1	-0.1	-25	0.6	-34	-7
O=C1C(Cl)=C(N2CCCCC2)C(=O)N1Cc1ccccc1	-1.5	4	0.5	6	0.0	24	-0.3	48	-19
Cc1cccc(OCCNC(=O)c2cc(-n3cnnc3)ccc2Cl)c1	-0.5	4	0.9	1	1.0	2	-0.2	-3	-11

The closing four entries of the section before are carried over, then new ones follow.
SMILES	zfTRPN1 agonist	Ba/F3 V617F tox	TRPML3 agonist	BaF3 tox	S1P4 ag	Calpain2 inh	PERK inhibitor	EP2 modulator	S1P4 antag
COc1ccc(C2C(C(=O)N3CCN(C)CC3)c3cc(OC)c(OC)cc3C(=O)N2C)cc1 (centres undefined)	1.1	1	-0.4	5	0.7	-8	0.8	2	-2
O=C(COc1cccc2ccccc12)NNC(=O)Nc1ccccc1	-0.7	-3	0.7	-1	-0.1	-25	0.6	-34	-7
O=C1C(Cl)=C(N2CCCCC2)C(=O)N1Cc1ccccc1	-1.5	4	0.5	6	0.0	24	-0.3	48	-19
Cc1cccc(OCCNC(=O)c2cc(-n3cnnc3)ccc2Cl)c1	-0.5	4	0.9	1	1.0	2	-0.2	-3	-11
Cn1ncc2c(Sc3ccc(Cl)cc3)ncnc21	-0.2	4	0.1	-5	0.8	14	0.7	-17	-5
CCc1ccc2[nH]c(=O)c(C(c3nnnn3CCOC)N3CCN(c4ccccc4)CC3)cc2c1 (centres undefined)	1.7	-3	-0.2	8	0.1	-20	-0.6	8&4	1
O=C(N/N=C/c1ccc(Br)s1)c1ccc([N+](=O)[O-])cc1	-0.2	-3	0.9	0	1.0	-37	1.1	-20	-6
Cc1cc(NC(=O)CCCN2C(=O)c3cccnc3C2=O)no1	0.4	0	1.1	1	0.6	-1	1.0	20	-8
COc1ccc(-c2cc(=O)[nH][nH]2)cc1OC	-0.7	-3	0.6	-1	-0.7	-6	0.8	-26	-7
Cc1cccc(Cn2nc(C(C)(C)C)cc2C(=O)Nc2ccc(F)cc2)c1	2.1	2	-1.0	-8	0.5	-3	-1.8	21	4
N#CCCn1cc(/C=N/O)c(-c2cccc([N+](=O)[O-])c2)n1	0.3	-3	0.6	4	-0.2	-17	0.0	-2	-13
O=C1c2cnc3nc(SCc4cccc(Cl)c4)nn3c2CC2c3ccccc3CCN12 (centres undefined)	1.1	-3	0.9	2	-0.5	-143	1.3	38	-1
O=C(c1ccc(Cl)c([N+](=O)[O-])c1)N(Cc1cccc(Cl)c1)C1CCS(=O)(=O)C1 (centres undefined)	0.6	-2	0.2	6	2.0	-4	0.9	1	-8
Cc1oc(/C=N/NC(=O)CC2(C)OCCO2)cc1Br	1.5	-3	0.7	5	-1.2	2	0.7	8	-11
Cc1cc(SC#N)cc(C)c1NC(=O)CCl	0.4	1	0.8	-2	2.1	2	0.6	6	-3
COC(=O)NNC(=O)c1ccc(C(C)(C)C)cc1	1.5	1	0.9	4	1.4	-9	-0.9	13	-8
O=C(CS(=O)(=O)Cc1ccccc1)Nc1nc2ccccc2s1	0.0	-4	0.4	0	2.1	7	-0.7	-2	-25
CCOC(=O)c1cc(C)sc1NC(=O)c1ccc(Cl)s1	-0.3	-5	1.1	0	0.8	-97	1.9	65*	7
CN1CCN(C(c2ccccn2)c2cc(Cl)c3cccnc3c2O)CC1 (centres undefined)	0.0	4	1.0	1	3.6	3	0.7	12	-41
NC1=NC(=O)C(CC(=O)NCc2ccccc2)S1 (centres undefined)	-0.5	-2	0.8	0	0.0	-1	0.0	-3	-22
O=C(OC1CCS(=O)(=O)c2sccc21)c1ccccc1 (centres undefined)	2.1	4	-0.1	3	-2.9	-18	0.0	-2	20
CCOC(=O)c1cnn(-c2ccccc2)c1-n1cccc1C(=O)C(=O)Nc1ccccc1	0.3	1	-0.3	1	0.8	-22	-0.5	1	-12
COc1ccc(OCC(O)Cn2c(Nc3cccc(C)c3)nc3c2c(=O)n(C)c(=O)n3C)cc1 (centres undefined)	0.4	-2	0.4	1	-0.2	-27	0.4	-22	5
Clc1ccc(OCCN2CCOCC2)cc1Cl	1.1	1	1.0	5	1.1	-12	1.1	-6	2
O=C(NCC(=O)N(c1cccc(F)c1)C(C(=O)NC1CCCC1)c1ccco1)c1ccco1 (centres undefined)	-0.4	1	0.6	5	1.0	30	0.1	-6	-12
COc1ccc(Cl)cc1NC(=O)CSc1nnc(Cc2cccn2C)n1-c1ccc(F)cc1	4.5	-3	1.1	8	1.1	13	0.0	-3	-4
CC(CCc1ccc(O)cc1)N(C)CCc1ccccc1 (centres undefined)	-0.2	-2	0.5	2	-1.7	19	-0.4	-5	-14
O=C1SC(SCc2ccccc2Cl)=N/C1=C\c1ccc(C(=O)O)cc1	0.8	2	1.0	4	1.6	-6	1.2	30	-13
Cc1nnsc1-c1onc(C)c1C(=O)O/N=C/c1ccc(Cl)cc1	0.2	-4	0.2	-1	0.2	-9	1.1	34	10
CC(=O)N1CCC(N(CCN2CCOCC2)C(=S)Nc2ccc(C)cc2)CC1	0.7	-1	-0.7	6	-0.3	-24	0.3	19	5
Cn1cc(CN(Cc2ccccc2)C[C@@H]2CCC(=O)N2)c(-c2ccccc2F)n1	1.3	-1	0.8	8	0.1	-12	0.3	-31	2
Cc1cc(C)n2nc(SCC(=O)NC(=O)NCc3ccco3)nc2n1	0.3	0	1.0	8	-1.4	-27	-0.3	9	-3
COc1ccc(CCNC(=O)c2noc3c2CCCC3)cc1OC	0.9	2	0.7	7	0.2	-3	-0.9	17	-4
COc1ccc(NC(=O)/C=C/c2ccccc2)c([N+](=O)[O-])c1	-0.9	-5	-0.1	4	-2.0	4	0.5	-19	-10
COCCNC(=O)CN(c1ccc(C)cc1)S(=O)(=O)c1ccccc1	0.5	-4	0.1	2	-0.7	27	-0.2	17	-10
Cc1cccc(C)c1NC(=O)c1ccc(-n2cnnn2)cc1	0.2	3	1.0	8	0.3	18	0.6	7	-14
COc1ccc2sc3c(=O)[nH]c4ccccc4c3c2c1	0.2	2	-0.5	4	0.3	-48	1.5	4	2
CCC(=O)OCCNc1nc(-c2ccccc2)nc2ccccc12	0.9	0	-0.3	5	-0.1	-17	1.6	-7	3
COC(=O)c1ccccc1S(=O)(=O)N(CCCO)Cc1cc2c(C)ccc(C)c2[nH]c1=O	1.7	0	0.8	4	-1.6	-38	-1.4	14	-10
CCN(CC)S(=O)(=O)c1cc(NC(=O)C(CC(C)C)NC(N)=O)ccc1C (centres undefined)	-0.9	3	0.8	7	0.8	-12	0.0	-4	6
Cc1cccc(C)c1NC(=S)NCCSc1ccc(Cl)cc1	0.3	0	-1.1	7	-0.3	36	0.1	-49	17
COc1ccc([N+](=O)[O-])cc1NC(=O)Cc1noc2ccccc12	0.9	2	0.4	-1	0.9	11	0.0	-25	-8
Cc1nnc(SCC(=O)Nc2ncc(S(=O)(=O)c3ccc([N+](=O)[O-])cc3)s2)s1	-1.1	-4	1.1	4	2.2	-12	0.2	7	-7
COCCOCCn1c(/C=C/c2ccccc2)nc2ccccc21	-1.1	3	-0.5	7	-0.5	-261	0.5	-21	-5
O=C(NC(=S)Nc1cccc2[nH]ncc12)c1ccccc1	-0.6	1	0.3	8	0.3	-17	0.3	-34	6
